# Screening results as filed in PubChem.
# Growth percent in the NCI-60 one-dose screen (48 h, 10 µM unless noted): 100 = growth as untreated, 0 = no growth, -100 = all killed.
# IGROV1: IGROV1 ovarian cancer. 79,000 compounds, 4.7% hits. AID 1794786
# NCI/ADR-RES: NCI/ADR-RES ovarian cells; 81,000 compounds, 4.4% hits
# NCI-H522: NCI-H522 lung cancer; 78,000 compounds, 8% hits
# SK-OV-3: SK-OV-3 ovarian cancer cells. 80,000 compounds, 3.2% hits
# COLO 205: COLO 205 colon cancer. 79,000 compounds, 7.3% hits. AID 1794742
# NCI-H23: NCI-H23 lung cancer; 80,000 compounds, 4% hits
# NCI-H226: NCI-H226 lung cancer; 79,000 compounds, 3.5% hits; AID 1794732
# NCI-H460: NCI-H460 lung cancer; 82,000 compounds, 6.8% hits
# NCI-H322M: NCI-H322M lung cancer; 80,000 compounds, 2.7% hits
# An asterisk follows results filed as active; / = no result given; & = joins results of further samples. The calls were made as follows: active = growth percent below 10; inactive = the rest.
SMILES,IGROV1,NCI/ADR-RES,NCI-H522,SK-OV-3,COLO 205,NCI-H23,NCI-H226,NCI-H460,NCI-H322M
CS(=O)(=O)N1CC(CCl)c2ccc([N+](=O)[O-])cc21 (centres undefined),100,100,99,113,104,98,99,93,94
COc1ccc(C(=O)Oc2ccc(Cl)cc2Cl)cc1,122,99,98,106,101,93,109,102,107
COc1cc2ncnc3c2cc1OCCCCCN(C)Cc1ccc(Br)cc1N3,-8.6*,47,-9.4*,-4.1*,51,70,88,37,0.1*
CC(=O)c1ccc(Nc2nc(Cl)nc(Oc3c(C(C)C)cccc3C(C)C)n2)cc1,61,87,75,83,83,77,59,92,88
CN(c1cccnc1)c1ncnc2[nH]ncc12,166,103,106,109,104,102,106,103,110
COc1ccc(-c2c(C#N)c(-c3cccs3)nc3c2c(-c2ccccc2)nn3-c2ccccc2)cc1OC,100,97,90,103,114,89,104,105,106
CN1CCN(c2ccc(Nc3nc(NCCNS(=O)(=O)c4cccc(Br)c4)c4sccc4n3)cc2)CC1,93,97,104,118,95,91,100,99,96
COc1cc(-c2nn(C)nc2-c2cc3ccccc3s2)cc(OC)c1OC,39,9.9*,0.2*,21,-14*,30,55,13,45
Cc1nn(-c2ccc([N+](=O)[O-])cc2)c2ncnc(N/N=C/c3cccc(F)c3)c12,72,92,87,92,100,94,77,101,92
COc1ccc(-c2nn(-c3ccccc3)cc2C2CC(c3cc4ccccc4oc3=O)=NN2c2ccc(S(N)(=O)=O)cc2)cc1 (centres undefined),93,99,88,103,114,101,92,98,91

# Shown with values under each structure: 5 of the compounds above
# Results follow in this order: IGROV1, NCI/ADR-RES, NCI-H522, SK-OV-3, COLO 205, NCI-H23, NCI-H226, NCI-H460, NCI-H322M
> CS(=O)(=O)N1CC(CCl)c2ccc([N+](=O)[O-])cc21 (centres undefined)
 : 100, 100, 99, 113, 104, 98, 99, 93, 94
> COc1ccc(C(=O)Oc2ccc(Cl)cc2Cl)cc1
 : 122, 99, 98, 106, 101, 93, 109, 102, 107
> COc1cc2ncnc3c2cc1OCCCCCN(C)Cc1ccc(Br)cc1N3
 : -8.6*, 47, -9.4*, -4.1*, 51, 70, 88, 37, 0.1*
> CC(=O)c1ccc(Nc2nc(Cl)nc(Oc3c(C(C)C)cccc3C(C)C)n2)cc1
 : 61, 87, 75, 83, 83, 77, 59, 92, 88
> CN(c1cccnc1)c1ncnc2[nH]ncc12
 : 166, 103, 106, 109, 104, 102, 106, 103, 110

# Continuation.
SMILES,IGROV1,NCI/ADR-RES,NCI-H522,SK-OV-3,COLO 205,NCI-H23,NCI-H226,NCI-H460,NCI-H322M
CC(C)(C)C1CCNC(=O)CC1 (centres undefined),110,108,89,110,103,103,105,102,110
COc1ccc2oc(=O)cc(/C=N\Nc3nc(-c4ccc(Cl)cc4Cl)cs3)c2c1,91,89,87,97,103,97,86,95,96
COc1ccc(CN2[C@H](C(=O)NCc3ccc(C(=O)NO)cc3)Cc3c([nH]c4ccccc34)[C@H]2C2CC2)cc1,51,84,22,62,47,52,56,34,59
Nc1nc(C(=O)NNC(=S)Nc2ccc(Cl)cc2)nn1-c1ccc(S(N)(=O)=O)cc1,99,100,95,105,119,106,101,102,103
O=C1CCn2c(=O)cc(-c3ccccc3)c3cccc1c32,102,99,83,87,113,91,107,115,92
COc1cc(C2C(C#N)=C(N)N(c3ccc(OC(F)(F)F)cc3)C3=C2C(=O)CC(C)(C)C3)cc(Br)c1O (centres undefined),98,100,95,106,120,99,98,102,107
CCCCCCCCCCCC(=O)N(CCCC)CCCC,104,100,94,117,106,99,98,98,102
Clc1ccc2c(c1)sc1nc(-c3c[nH]c4ccccc34)c(Nc3ccc(Br)cc3)n12,85,97,86,82,108,84,93,82,93
Cc1cc(=O)n2n1-c1ccc(F)cc1NC(=O)C2,99,105,84,98,108,101,105,106,/
CN1CCN(Cc2ccc(NC(=O)c3cncc(C#Cc4c(N)ncc5ccc(C#N)cc45)c3)cc2C(F)(F)F)CC1,-54*,-31*,-54*,127,21,47,3.8*,-74*,-29*
O=C(Nc1ncc(Cc2ccccc2Cl)s1)c1cccs1,72,54,52,82,86,80,85,58,78
CC(=O)OC1Oc2cc(C)c(C)cc2-c2oc(=O)c(-c3cc4ccccc4oc3=O)cc21 (centres undefined),74,95,83,89,121,86,124,108,126
CCCCCc1ccc(C)cc1OC(C)=O,105,108,99,104,107,97,102,103,107
CC/C(=C(\c1ccc(O)cc1)c1ccc(OCCN(C)CCN(C)C(=O)CCC(=O)c2c(C)[nH]c(/C=C3\N=C(c4ccc[nH]4)C=C3OC)c2C)cc1)c1ccccc1,82,80,82,111,90,80,77,58,70
COc1ccc(C2C=C(c3ccc(NCc4nccc(OCC(F)(F)F)c4C)cc3)NC(N)=N2)cc1O (centres undefined),111,97,65,95,122,96,100,97,101
Cc1ccc(C)n1Cc1ccc(Cl)cc1,101,103,93,108,110,105,111,114,98
CC(C)(CCC(=O)O)[N+](=O)[O-],122,119,109,121,/,106,104,113,120
COc1cc(NCCCCCCC2CCCCN2)c2ncccc2c1 (centres undefined),90,95,89,87,86,67,91,80,99
O=C1CN(Cc2ccc(C(=O)NO)cc2)C(=O)[C@H](Cc2c[nH]c3ccccc23)N1,104,105,88,92,114,104,92,106,102
Nc1ccc([N+](=O)[O-])cc1C(=O)O,107,112,83,113,108,103,109,104,102
CCOC(=O)c1cc2c3c(ccc(NS(=O)(=O)c4ccccc4OC)c3n1)N(C)C2=O,68,65,66,81,51,78,80,80,88
CCc1c(C)c2ccc(O)c(-c3cc(-c4ccccc4)c(C#N)c(=O)[nH]3)c2oc1=O,101,100,109,96,115,89,84,112,95
CC(C)(C)n1cc(-c2ccnc(NCCNS(=O)(=O)c3ccc(C(F)(F)F)cc3)c2)c(-c2cccc(F)c2)n1,88,88,75,86,62,93,92,91,90
COc1cc(-c2ccc(/C=N/NC(=O)c3[nH]c4ccc(Br)cc4c3-c3ccccc3)o2)cc(OC)c1OC,95,59,83,93,95,54,50,63,81
NC(N)=Nc1ccc(Oc2cccc(Nc3ccc(Br)c(C(F)(F)F)c3)c2)cn1,-75*,56,-65*,32,-73*,-61*,-78*,-77*,-44*
O=C(OCCCl)c1ccco1,103,121,84,108,107,/,95,106,/
N#C/C(=C\c1ccc(O)cc1)n1nnc2cc(F)c(F)cc21,89,92,77,99,108,90,108,94,89
O=C1CCCN1Cc1ccccc1,98,99,98,103,120,85,84,106,118
COc1cc(-c2nc(NC(C)=O)sc2-c2ccnc(NCCNS(=O)(=O)c3ccc(Cl)cc3)n2)ccc1Cl,102,105,84,86,95,111,102,101,104
O=c1[nH]c(N2CCCCC2)nc2sc3c(c12)CCCC3,112,101,88,88,101,96,101,110,107
COc1ccc(-c2cc(C(=O)c3cc(C)c(C)cc3O)cn(NC(C)=O)c2=O)cc1,87,80,78,114,111,78,70,87,100
C=C(C)COC(=O)C1CC2OC2CC1C(=O)OCC(=C)C (centres undefined),/,105,/,115,107,/,109,106,/
C(=N\OCCc1ccccc1)/c1ccncc1,105,106,/,113,112,103,99,110,100
COc1cc2oc(-c3cccc(C(=O)N[C@H](C(=O)OC(C)(C)C)C(C)C)c3)cc(=O)c2c(OC)c1OC,73,51,82,122,83,63,69,80,91
O=C(Cn1c2c(sc1=O)[C@H]1[C@@H](O)[C@@H](O)[C@H](O)[C@@H]1CS2)Nc1nccs1,99,101,96,101,113,103,89,107,99
O=C1COCCN1c1ccc(Nc2nc(Cl)nc(OCc3cn(Cc4ccccc4)nn3)n2)cc1,63,101,77,89,105,87,95,107,98
CCN(CC)CCOCC(=O)Nc1c(C)cccc1Cl,105,105,97,95,106,104,94,104,96
O=C(O)c1cc(Cl)cc([N+](=O)[O-])c1O,101,113,104,104,107,117,101,101,116
COc1ccc(NC(=O)CSc2nc(C)c(C(C)=O)n2-c2ccc(OC)cc2)cc1,92,92,83,/,101,92,89,101,96
CC([C@H]1CCC2C3CCC4C[C@@H](N(C)C)CC[C@]4(C)C3CC[C@@]21C)N(C)C (some centres undefined),95,68,113,102,98,75,95,92,82
COC(=O)[C@H]1[C@@H](O)CON(c2ccccc2)[C@H]1c1ccccc1,103,108,93,119,118,107,106,106,98
O=C(/C=C/c1ccccc1C(F)(F)F)c1c(O)c2ccccc2oc1=O,97,84,87,100,122,/,100,79,90
COc1ccc(C(=O)CCl)c(O)c1OC,101,94,100,97,101,99,97,103,92
O=C(O)c1ccnc(Br)c1,117,111,105,101,107,98,93,104,106
CCOC(=O)c1c(NC(=O)c2ccc(OC)cc2)sc2c(CN(C)C)c(O)ccc12,91,84,75,100,55,91,101,60,90
CC(C)c1ccc(Cn2ccc3c4c(N)nc(NC5CC5)nc4ccc32)cc1,-87*,-74*,-82*,-87*,-78*,-71*,-73*,-84*,-93*
Cc1ccc(C2(O)CCCCC2)cc1,102,96,88,101,103,94,100,100,100
Cc1ccc(NC(=O)C2c3ccccc3-c3ccccc32)cc1,100&96,86&96,95,100&93,111&77,86&102,80&91,92&95,102&99
O=C(c1ccccc1)N1Cc2cc(-c3ccccc3)nn2[C@H]2CCCCN21,104,104,96,96,104,103,97,107,99
CCOC(=O)/C(F)=C/C1CC1CCc1ccccc1OC (centres undefined),105,108,96,105,121,105,105,113,103

# Quoted at random: 5 records from the list.
SMILES,IGROV1,NCI/ADR-RES,NCI-H522,SK-OV-3,COLO 205,NCI-H23,NCI-H226,NCI-H460,NCI-H322M
COc1ccc(NC(=O)CSc2nc(C)c(C(C)=O)n2-c2ccc(OC)cc2)cc1,92,92,83,/,101,92,89,101,96
CN1CCN(c2ccc(Nc3nc(NCCNS(=O)(=O)c4cccc(Br)c4)c4sccc4n3)cc2)CC1,93,97,104,118,95,91,100,99,96
COc1ccc(-c2c(C#N)c(-c3cccs3)nc3c2c(-c2ccccc2)nn3-c2ccccc2)cc1OC,100,97,90,103,114,89,104,105,106
COC(=O)[C@H]1[C@@H](O)CON(c2ccccc2)[C@H]1c1ccccc1,103,108,93,119,118,107,106,106,98
CC(C)(C)C1CCNC(=O)CC1 (centres undefined),110,108,89,110,103,103,105,102,110

# Remaining list, next part.
SMILES,IGROV1,NCI/ADR-RES,NCI-H522,SK-OV-3,COLO 205,NCI-H23,NCI-H226,NCI-H460,NCI-H322M
CNCCCC1c2ccccc2C=Cc2ccccc21,87,86,51,95,/,93,91,98,106
COc1cc2oc(-c3cccc(NC(=O)[C@@H](CO)NC(=O)OC(C)(C)C)c3)cc(=O)c2c(OC)c1OC,102,109,91,124,121,107,109,115,105
CC(C)(O)[C@@H]1Cc2cc3ccc(=O)oc3cc2O1,94,100,89,116,124,94,104,111,100
CCCCCCCCCCOC(=O)c1nn(C(C)=O)c2cc(C)c(C)cc12,103,98,75,92,102,96,88,101,107
N#CC1=C(c2ccc(Cl)cc2)Nc2c(c(-c3ccc(Cl)cc3)nn2-c2ccccc2)C12C(=O)Nc1ccc(Cl)cc12 (centres undefined),37,53,26,86,51,42,67,36,83
OC(N1CSC(=S)N(C(O)C(Cl)(Cl)Cl)C1)C(Cl)(Cl)Cl (centres undefined),108,104,66,111,102,98,101,103,94
COc1ccc(C/C(C)=C(/c2ccc(OCCN(C)C)cc2)c2ccc(OC(=O)NCc3ccccc3)cc2)cc1,85,77,50,81,20,83,98,23,81
Cn1cc(CCc2cc[n+](CCC[N+](C)(C)C)cc2)c2ccccc21,99,99,94,93,103,95,90,101,102
O=C(Nc1cc(Cl)ccc1Cl)c1ccc(S(=O)(=O)NCc2ccco2)cc1,97,111,92,122,107,111,92,117,114
Oc1ccc(/C=N\NC(=S)N/N=C/c2ccc(O)cc2O)c(O)c1,91,93,81,116,113,92,93,65,65
Cc1ccc(-n2nnc(C(=O)Oc3cc(C)c4sc(=O)[nH]c4n3)c2C)cc1C,105,104,97,112,118,104,99,102,99
COc1cc2ccc(NC(C)=O)cc2cc1OC,124,110,99,109,103,100,129,108,110
COn1cc(C(=O)c2cccs2)c2cc(C#N)c(C#N)cc21,103,98,78,86,97,89,86,102,95
Cc1nc2ccccc2c(C(=O)O)c1-c1ccccn1,125,105,102,132,114,103,105,111,117
